Compound activity: PubChem, several laboratories
NS5 inhibitors – Dengue-2 NS5 methyltransferase inhibitors, primary screen, biochemical, confirmation dose response (AID 588689). Genome polyprotein (Dengue virus type 2 (strain 16681-PDK53)). Dengue-2 NS5 methyltransferase capping enzyme assay, biochemical; higher % means a stronger effect. inhibition, % at 25 µM; hits with a dose series show IC50 in µM. 340,000 tested, 0.3% active; in the data active means a potency from the dose series; inconclusive means inhibition above about 29% without an active follow-up result
UTI89 phage lysis – inhibition of K1F phage lysis, E. coli UTI89, bacterial capsule biogenesis inhibitors, alamar blue (AID 488966); inhibition, % at 100 µM, or IC50 in µM where a hit was titrated; E. coli UTI89 K1F phage lysis, alamar blue, 2 h; higher % means a stronger effect; 340,000 tested, 0.02% active;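 active means phage lysis inhibition, versus mean bacterial control, above a set limit; inconclusive means no clear call, values can overlap the other calls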;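 further: capsule biogenesis inhibitors block K1F phage lysis so surviving cells raise fluorescence; higher fluorescence means more inhibition of phage lysis; actives were called in the ten point dose series up to 300 µM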
WT yeast gro inh – growth inhibition of WT strain, primary screen, mitochondrial fusion inhibitor project, WT and mutant strains, chemical genetic. mitochondrial fusion phenotypic screen. inhibition, % at 10 µM. 190,000 tested, 2.1% active. AID 1362, 2008; in the data active means inhibition above about 58%; tested in S. cerevisiae
XIAP displacement – XIAP antagonists, biochemical, IAP family, fluorescence polarization (AID 1018); XIAP BIR domain, fluorescence polarization peptide displacement; higher % means a stronger effect; displacement, % at 20 µM, or IC50 in µM where a hit was titrated; E3 ubiquitin-protein ligase XIAP (Homo sapiens); 200,000 tested, 0.007% active; in the data active means displacement above about 50%; further: a part of the inactive calls stands beside numbers as strong as those of hits
Yfh1-depleted yeast – enhancers of respiration in Yfh1-depleted yeast, dose response, Friedreich's ataxia, plus single-dose screen (AID 1465); 220,000 tested, 0.074% active; S. cerevisiae Yfh1-off respiration, WST-1 reduction, 72 h; higher fold induction means a stronger effect; fold induction at 50 µM, or EC50 in µM where a hit was titrated;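 active means fold induction of absorbance versus untreated yeast above a set limit, then at least 30% activation at any dose in follow-up; inconclusive means repeats straddling the limit, or above it without dose testing; inactive means fold induction below the set limit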;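 further: activators that raise dye reduction in frataxin-depleted yeast; strong numbers were not always called active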
RSV antiviral HEp-2 – RSV antiviral activity via CPE protection, HEp-2 cells, primary 10 µM value included (AID 2391) | HEp-2 cells, RSV-induced CPE inhibition; higher % means a stronger effect | 310,000 tested, 0.13% active | CPE inhibition, % at 10 µM, or IC50 in µM where a hit was titrated; in the data active means a potency from the dose series; inconclusive means CPE inhibition mostly from about 23% at the one dose, without a potency; inactive means the rest, 99 in 100 with CPE inhibition below about 21%; further: strong numbers were not always called active
ER stress rescue – rescue of cells from ER stress-induced death, primary screen, 384-well, CSM14.1, thapsigargin, ATP luminescence (AID 1222) | 190,000 tested, under 10 active | CSM14.1 thapsigargin-induced death rescue, ATP luminescence; higher % means a stronger effect | cellular ATP content (survival), % at 20 µM, or EC50 in µM where a hit was titrated;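 active means EC50 below 50 µM in the dose-response confirmation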;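 further: death triggered by thapsigargin at about 15 µM added after 2 h compound pretreatment; cell ATP read after overnight thapsigargin exposure of roughly 18 to 22 hours; normalized against plate controls of thapsigargin alone and 5% DMSO vehicle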
SV40 large T antigen – SV40 large T antigen inhibitors, biochemical (AID 1903); SV40 large T antigen ATPase/helicase inhibition assay; higher % means a stronger effect; 310,000 tested, 0.39% active; one-dose inhibition, % at 20 µM; IC50 in µM for titrated hits; in the data active means a potency from the dose series; inconclusive means inhibition mostly from about 32% at the one dose, without a potency; inactive means the rest, 99 in 100 with inhibition below about 32%; further: strong numbers were not always called active
West Nile virus CPE – West Nile virus antiviral activity, cell-based, CPE readout (AID 1621); West Nile virus-infected cells, CPE inhibition; higher % means a stronger effect; one-dose CPE inhibition, % at 10 µM; IC50 in µM for titrated hits; 290,000 tested, 0.02% active; in the data active means a potency from the dose series; inconclusive means CPE inhibition mostly from about 3.7% at the one dose, without a potency; inactive means the rest, 99 in 100 with CPE inhibition below about 2.2%; further: strong numbers were not always called active
WT yeast gro inh mutant strain – also measured in WT yeast gro inh; calls as there; inhibition, %; mitochondrial fusion phenotypic screen, mutant strain inhibition
An asterisk follows results filed as active; i = inactive; ? = inconclusive; . = not tested or not shown; & = joins results of further samples; [ ] = another dose, or the depositor's remark. This is a random part of the collection. About 2.2% of those tested had a hit in this group.

SMILES | NS5 inhibitors | UTI89 phage lysis | WT yeast gro inh | WT yeast gro inh mutant strain | XIAP displacement | Yfh1-depleted yeast | RSV antiviral HEp-2 | ER stress rescue | SV40 large T antigen | West Nile virus CPE
O=C(/C=C/Nc1cccc([N+](=O)[O-])c1)c1ccco1 | -8.2% | -2.6% | . | . | . | i | -1.4% | . | . | -0.1%
CCOC(=O)C1CCCN(C(=O)CSc2ccccc2)C1 (stereo not drawn) | -2.9% | -6.5% | -25.3 | -0.8 | -2.6% | i | 1.2% | -0.5% | 6.5% | 0.1%
Cc1onc(-c2c(F)cccc2Cl)c1C(=O)OCC(=O)NC(N)=O | 3.6% | 0.0% | -16.3 | -13.0 | -6.0% | i | 8.8% | -1.5% | 23.5% | -0.6%
CC(C)C[C@H](NC(=O)c1[nH]cnc1C(=O)N[C@H](C)c1ccccc1)C(=O)OC(C)(C)C | -4.8% | 1.2% | 42.5 | 3.6 | -2.6% | i | 0.4% | 11.8% | 5.1% | 2.8%
Cc1ccc(NC(=O)c2ccccc2)cc1OC(=O)c1ccccc1 | -2.8% | 0.2% | 4.1 | 1.3 | -2.5% | i | 3.0% | -2.3% | 2.6% | -0.7%
O=C(O)CNC(=O)c1ccc(NC(=O)/C(=C/c2ccccc2)NC(=O)c2ccccc2Br)cc1 | -2.7% | -1.3%[50 µM] | . | . | . | . | 0.4% | . | 6.7% | 0.2%
COc1ccccc1NC(=O)CN(c1ccc(C23CC4CC(CC(C4)C2)C3)cc1)S(C)(=O)=O | -8.0% | -0.1% | 52.5 | 15.6 | -1.8% | i | -1.3% | -0.6% | 4.3% | 0.9%
Cc1cc(NC(=O)CSc2nc3sc4c(c3c(=O)n2C)CCCC4)no1 | -0.8% | 6.9% | -0.7 | 3.4 | -16.1% | . | 1.1% | -0.5% | 7.9% | .
CCCCc1nc(SCC(=O)Nc2nnc(C(C)C)s2)n[nH]1 | -5.9% | 0.1% | . | . | . | . | 1.2% | . | 6.2% | 0.4%
O=C1CC(C(=O)Nc2ccc(C(=O)O)cc2)C(c2ccccc2)O1 (stereo not drawn) | -1.1% | 0.9% | -14.8 | -14.3 | -8.0% | i | 2.9% | -1.4% | 10.4% | 0.1%
Cc1ccc(NC2=NCC(=O)N2C2CCCC2)c(C)c1 | -1.4% | 0.5% | 5.5 | 6.8 | 1.0% | i | 1.1% | -1.6% | -0.3% | -0.1%
COc1ccc(C(=O)Nc2ccc(C)c(S(=O)(=O)N3CCCCCC3)c2)cc1 | -6.2% | -0.4% | 21.6 | -6.1 | 1.3% | i | 0.9% | -7.0% | 11.0% | -1.0%
Cc1ccc(CNC(=S)Nc2ccc(C)c([N+](=O)[O-])c2)cc1 | 0.0% | 3.4%[50 µM] | 4.1 | 6.8 | -2.8% | i | 1.5% | -2.2% | 0.8% | -0.3%
COC(=O)CN(c1ccccc1)S(=O)(=O)c1ccccc1 | -2.7% | 3.1% | 13.3 | 1.4 | -2.9% | i | 0.2% | -0.8% | . | 0.1%
CCS(=O)(=O)c1ccc2c(c1)N(S(=O)(=O)c1ccc(OC)cc1)CC(C(=O)O)O2 (stereo not drawn) | -8.2% | 0.6% | -1.0 | -6.7 | -2.4% | i | 0.7% | -2.4% | 0.3% | 0.0%
CCC(C)c1c(O)nc(SCC(=O)Nc2ccccc2)[nH]c1=O (stereo not drawn) | 0.8% | 0.9% | 6.3 | 17.9 | -5.1% | i | -0.1% | 2.5% | 0.0% | 0.4%
CCOC(=O)c1sc2ccccc2c1OC(=O)c1ccccc1 | . | -0.1%[50 µM] | . | . | 3.4% | i | 0.6% | -0.8% | 2.1% | 1.7%
COCCn1nnnc1C(c1cc2ccc(C)cc2[nH]c1=O)N(Cc1ccco1)Cc1cccs1 (stereo not drawn) | -1.4% | 2.5% | -8.8 | -87.6 | -4.3% | i | 13.0% | 0.7% | 27.9% | -0.6%
O=C(Nc1ccc(Br)c2cccnc12)c1ccc(Cn2cc([N+](=O)[O-])cn2)o1 | -4.9% | -1.3% | 14.3 | 8.4 | -1.9% | i | 0.7% | 1.6% | 8.0% | 0.6%
Cc1ccc(N2C(=O)CC(Sc3ncn[nH]3)C2=O)cc1 (stereo not drawn) | -2.0% | -3.1% | -13.3 | 17.9 | 0.4% | i | 1.2% | 2.8% | 8.6% | -0.3%
Cc1ccc(C(=O)NCCN2CCNC2=O)cc1 | . | . | . | . | . | i | 1.0% | . | 6.3% | 0.2%
COc1ccc(S(=O)(=O)NCCc2csc(-c3cccnc3)n2)cc1 | -2.8% | 0.3% | -11.4 | -9.3 | -4.5% | i | 0.9% | -1.5% | 5.3% | 0.1%
N/C(=N\OC(=O)c1ccc(Cl)cc1Cl)c1ccccc1 | -10.5% | 2.5% | 8.3 | 1.0 | -6.3% | i | . | -3.9% | 4.3% | 0.2%
Cc1cc(C)nc(SCC(CSc2nc(C)cc(C)n2)C(=O)O)n1 | . | 1.8% | -4.1 | -2.5 | -11.3% | i | -0.9% | 0.0% | 4.1% | 0.1%
Cc1cc(OC(=O)N2CCOCC2)cc(C)c1Cl | 2.9% | 3.7% | 0.1 | 67.5 | -0.6% | i | 4.5% | 3.6% | 17.4% | -0.3%
CCc1nnc(NC(=O)CSc2nc(C)c3c(c2C#N)CCCC3)s1 | -5.6% | -1.1% | -0.8 | -9.5 | -2.8% | i | 2.1% | -3.3% | 7.6% | 0.3%
Cc1cc(CNC(=O)COC(=O)Cn2[nH]c(=O)c3ccccc3c2=O)cc(C)c1O | -6.6% | 0.4%[50 µM] | . | . | . | . | -1.8% | . | 8.1% | .
COc1cccc(-c2nc(C=O)cs2)c1 | -0.9% | 0.2% | -39.0 | -15.3 | -8.4% | i | 5.0% | -2.8% | -1.0% | -0.3%
COc1cc(NC(=S)N2CCN(CCO)CC2)cc(OC)c1 | -8.9% | -1.4% | . | . | . | . | 0.0% | . | -2.5% | -0.2%
O=C1CC(c2ccc(F)cc2)c2cc3c(cc2N1)CCC3 (stereo not drawn) | -1.5% | -5.5% | 39.9 | -9.7 | -0.6% | i | 8.4% | 1.1% | 3.2% | -1.0%
CCC(=O)Nc1ccc2oc(-c3cccc(C)c3)nc2c1 | 0.8% | -0.5% | 4.0 | 3.6 | -3.0% | . | ? | . | 15.4% | 0.1%
CCCCCCCNC(=O)C1(CC2CC(c3ccc(Cl)cc3)=NO2)CCN(C(=O)CCCCCBr)CC1 (stereo not drawn) | 2.4% | -1.5% | . | . | . | . | -4.3% | . | 10.6% | -0.8%
CCCOP(=O)(OCCC)C(NC(=O)C(C)(C)C)c1ccccc1 (stereo not drawn) | -6.4% | 0.1% | -12.8 | -4.9 | -0.9% | i | 0.7% | 1.2% | 20.7% | -0.1%
CCOC(=O)C1CCN(CCC(=O)Nc2cc(C)ccc2C)CC1 | -14.3% | 0.1% | . | . | . | . | 0.2% | . | 18.0% | 0.7%
COCCN(Cc1ccccc1)C(=O)c1cc(S(=O)(=O)N2CCCCCC2)ccc1OC | -4.4% | 0.5%[50 µM] | . | . | . | . | 0.0% | . | 15.5% | .
CCc1nnc(NC(=O)CC(CN(C)S(=O)(=O)c2ccccc2)c2ccccc2)s1 (stereo not drawn) | -1.4% | -1.4% | 10.0 | 9.8 | -2.9% | i | 3.7% | -1.2% | 14.7% | -0.4%
CCC1CN(C(=O)Nc2cccc(C)c2)c2cc(C)ccc2O1 (stereo not drawn) | -0.8% | 0.1% | 2.0 | -0.7 | -4.9% | i | -0.3% | 0.2% | 2.0% | 0.0%
CN(C)S(=O)(=O)N1CCC(CO)(Cc2cccc(C(F)(F)F)c2)CC1 | -8.7% | 0.0% | 10.6 | -11.0 | -2.8% | i | -1.6% | 0.7% | -5.9% | -0.9%
CCOc1ccc2ccccc2c1C(=O)N[C@@H]1C(=O)N2[C@@H]1SC(C)(C)[C@@H]2C(=O)O | -58.6%&-2.2% | 1.7%&0.8% | 1.6 | 13.4 | -3.5% | i | -0.3%&-1.2% | 0.8% | 5.1%&27.1% | 0.8%
COC(=O)[C@H]1C[C@H]1[C@@H](NC(=O)c1cccnc1)c1ccccc1 | -0.4% | 0.2% | . | . | . | i | -0.4% | . | 3.0% | 0.1%
Cc1ccc(-n2c(SCC(N)=O)nnc2-c2ccco2)cc1 | -5.6% | 0.0% | . | . | . | . | 0.5% | . | 7.6% | 1.5%
COC(=O)COc1ccc(S(=O)(=O)Nc2ccc(C(N)=O)cc2)cc1 | -1.4% | 0.3% | -5.2 | -10.4 | -9.1% | i | 0.8% | -0.5% | 12.0% | -0.3%
Cc1noc(N)c1C(=O)Nc1ccc(F)cc1 | -2.1% | 0.0% | 3.7 | 16.8 | -5.2% | i | 1.3% | 0.6% | 20.1% | 0.2%
Cn1c(CSCc2ccccc2)nnc1SCC(=O)Nc1ccc(C(=O)O)cc1 | 6.9% | 0.1% | 7.7 | 10.6 | -1.7% | i | 1.9% | -0.5% | 6.5% | -0.1%
CC(C)NC(=O)Cn1nnc(-c2ccc(Cl)cc2)n1 | -4.9% | 0.3% | 10.2 | 19.8 | -3.6% | . | -0.5% | -0.9% | 18.0% | .
c1ccc(-c2ncc3c(ccc4ccccc43)n2)cc1 | -0.6% | 2.1%[50 µM] | 0.2 | -35.2 | -6.2% | i | 2.2% | -6.6% | 13.6% | -0.4%
O=[N+]([O-])c1ccccc1/C=N/NC1=NCCCCC1 | -2.9% | 1.0% | -0.6 | -3.0 | -5.3% | i | 0.3% | -1.8% | 1.6% | -0.3%
CCN(C(=O)COC(=O)c1ccc(F)c(S(=O)(=O)N2CCOCC2)c1)C1CCS(=O)(=O)C1 (stereo not drawn) | 1.3% | 0.1% | . | . | . | . | 0.6% | . | 23.4% | -0.1%
CC(O)CNCCNCc1cccs1 (stereo not drawn) | -1.5% | 0.4% | 21.9 | 9.7 | -9.5% | i | 1.8% | 1.2% | 22.7% | -0.3%
CN(C)c1ccc(N=Nc2ccc(S(N)(=O)=O)cc2)cc1 | -1.5% | -0.9% | . | . | . | . | 1.8% | . | 10.4% | 0.2%

Whole records, looked up by structure. Order of values: NS5 inhibitors	UTI89 phage lysis	WT yeast gro inh	WT yeast gro inh mutant strain	XIAP displacement	Yfh1-depleted yeast	RSV antiviral HEp-2	ER stress rescue	SV40 large T antigen	West Nile virus CPE
CCOC(=O)C1CCN(CCC(=O)Nc2cc(C)ccc2C)CC1 is listed with -14.3%	0.1%	.	.	.	.	0.2%	.	18.0%	0.7%
CCOc1ccc2ccccc2c1C(=O)N[C@@H]1C(=O)N2[C@@H]1SC(C)(C)[C@@H]2C(=O)O is listed with -58.6%&-2.2%	1.7%&0.8%	1.6	13.4	-3.5%	i	-0.3%&-1.2%	0.8%	5.1%&27.1%	0.8%
